Bioassay records (PubChem BioAssay)
p47phox inh: p47phox/p22phox peptide binding inhibitors, primary screen, biochemical, uHTS, NADPH oxidase regulatory subunit; fluorescence polarization, 2 h; inhibition, % at 24.7 µM; 220,000 compounds, 0.53% hits; AID 1274, 2008;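 note: 0% = p47phox with labelled peptide and 100% = labelled peptide alone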
Target sequence (P14598 whole entry, looked up): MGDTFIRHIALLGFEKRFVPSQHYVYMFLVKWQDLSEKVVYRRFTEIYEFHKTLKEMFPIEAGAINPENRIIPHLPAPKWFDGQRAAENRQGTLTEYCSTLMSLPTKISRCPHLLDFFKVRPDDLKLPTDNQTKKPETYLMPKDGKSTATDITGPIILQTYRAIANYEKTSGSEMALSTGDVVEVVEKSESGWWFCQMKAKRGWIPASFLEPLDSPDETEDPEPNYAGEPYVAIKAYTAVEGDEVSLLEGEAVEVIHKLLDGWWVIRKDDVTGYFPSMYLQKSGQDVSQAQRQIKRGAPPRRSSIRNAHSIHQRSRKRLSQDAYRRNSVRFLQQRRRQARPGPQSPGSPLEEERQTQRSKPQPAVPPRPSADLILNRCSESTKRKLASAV
hK5 inh: human KLK5 protease inhibitors, primary screen, biochemical, 1536-well; 210,000 compounds, 0.59% hits; recombinant hK5, fluorogenic AMC substrate cleavage; Kallikrein-5 (Homo sapiens), Q9Y337; inhibition, % at 5 µM;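 active = inhibition of 40% or more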;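 note: 0% = enzyme controls without compound and 100% = no-enzyme blanks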
Target sequence (Q9Y337 67-293 limits assumed): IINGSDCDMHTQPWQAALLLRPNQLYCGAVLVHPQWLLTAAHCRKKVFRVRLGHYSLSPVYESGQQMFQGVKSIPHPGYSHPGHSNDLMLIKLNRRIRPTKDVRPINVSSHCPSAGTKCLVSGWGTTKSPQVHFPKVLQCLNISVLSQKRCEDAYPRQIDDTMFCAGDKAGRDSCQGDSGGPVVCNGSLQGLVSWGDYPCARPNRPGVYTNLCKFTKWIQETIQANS
Furin inh: human furin inhibitors, primary screen, biochemical, fluorescence intensity; purified furin, fluorogenic substrate cleavage; inhibition, % at 30 µM; 220,000 compounds, 0.061% hits; AID 463115, 2010; P09958; in the data active = inhibition above about 25%; note: inactives centre near -15
Cl transport mod: KCC2 cotransporter modulators, thallium flux, primary screen, cell-based, HEK293 KCC2, FluoZin-2 fluorescence, MLSMR. KCC2 cells, thallium flux FluoZin-2 fluorescence. B-score of Tl+ flux slope (higher = more flux/activation; lower = inhibition) at 10 µM. 190,000 compounds, 2.2% hits;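 active = thallium flux slope and its plate-corrected score both differing from the plate sample mean at a set confidence after two filtering rounds, in either direction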;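 note: slope of fluorescence scaled to starting intensity during 10 to 20 s after thallium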
14-3-3 Bad PPI: inhibitors of 14-3-3 zeta/Bad binding, primary screen, biochemical, TR-FRET, bovine 14-3-3 zeta; AID 781, 2007; inhibition, % at 21.7 µM; TR-FRET 14-3-3zeta/Dy647-pBad peptide displacement, 1 h; 220,000 compounds, 0.71% hits; 14-3-3 protein zeta/delta (Bos taurus), P63103;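 active = inhibition above about 70%, limit read from the data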;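 note: 0% = full 14-3-3 plus peptide FRET controls and 100% = background without 14-3-3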
Target sequence (P63103 whole entry, looked up): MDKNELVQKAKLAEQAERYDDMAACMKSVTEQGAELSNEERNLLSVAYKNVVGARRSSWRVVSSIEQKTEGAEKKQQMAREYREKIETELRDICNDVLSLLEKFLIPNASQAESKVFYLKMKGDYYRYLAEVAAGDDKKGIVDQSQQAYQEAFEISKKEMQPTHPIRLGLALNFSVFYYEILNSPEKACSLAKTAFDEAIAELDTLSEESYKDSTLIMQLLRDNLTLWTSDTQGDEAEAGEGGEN
EBV gp42 block: Epstein-Barr virus gp42 inhibitors, primary screen, biochemical, uHTS, fluorescence polarization; Glycoprotein 42 (Epstein-Barr virus (strain AG876)), Q1HVG2; Fluorescence polarization binding assay, mP read-out; inhibition, % (tested at 21.74 µM); 220,000 compounds, 0.42% hits; AID 1085, 2008; in the data active = inhibition above about 50%
eIF4E 4G PPI: eIF4E–eIF4G protein interaction inhibitors, primary screen, biochemical, uHTS, TR-FRET, eIF4GI fragment; Eukaryotic translation initiation factor 4E (Mus musculus) + Eukaryotic translation …; TR-FRET eIF4E-eIF4GI(517-606) binding, 2 h; inhibition, % at 21.7 µM; 220,000 compounds, 0.37% hits;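 note: 0% = full FRET control wells and 100% = background wells lacking eIF4GI fragment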
Rad51 HR inh: human RAD51 strand exchange inhibitors, primary screen, biochemical, fluorescence; 200,000 compounds, 0.085% hits; inhibition, % at 10 µM; DNA repair protein RAD51 homolog 1 (Homo sapiens), Q06609; AID 1385, 2008; hRad51 DNA strand exchange, fluorescence dequenching;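 active = inhibition above 40% at the single screening dose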;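 note: 0% = DMSO control wells and 100% = blanks with heterologous ssDNA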
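Material: hRad51 filaments on single-stranded DNA; Reagent: Donor/quencher-labelled 47-bp dsDNA substrate; Compound: 10 µM final, single point; Schedule: 37 °C 15-min filament assembly, 30-min compound preincubation, 15-min exchange; Technique: FRET fluorescence, excitation 485 nm, emission 520 nm; Benchmarks: control wells and blank wells on each plate.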
thrombin 1536: human alpha-thrombin inhibitors, primary screen, counter-screen for coagulation protease inhibitor project, biochemical, 1536-well, fluorogenic AMC substrate | inhibition, % at 5 µM | Prothrombin (Homo sapiens), P00734 | Boc-VPR-AMC fluorogenic substrate cleavage | 220,000 compounds, 0.26% hits | AID 1046, 2008;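 active = inhibition at or above 40%; inactive = inhibition below 40%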;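 note: 0% = enzyme with no compound and 100% = wells without enzyme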
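Test system: human alpha-thrombin; medium: pH 7.5 Tris-saline with Tween 20; times: reaction at room temperature; signal: AMC fluorescence at 355 nm excitation and 460 nm emission; also added: Boc-VPR-AMC substrate, 15 µM final; dosing: one concentration per compound, 5 µM, with 0.2% DMSO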
Starred values were filed as active, the others as inactive; / = not tested or not shown; [ ] = dose if it differs, or a comment.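 Rule for the calls, unless noted: active = inhibition above about 30% (limit read from the data); inactive = the rest.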

SMILES | p47phox inh | hK5 inh | Furin inh | Cl transport mod | 14-3-3 Bad PPI | EBV gp42 block | eIF4E 4G PPI | Rad51 HR inh | thrombin 1536
CC(C)C1(C)C(=O)N=C2c3ccccc3C(=O)N21 (centres undefined) | -24 | 2 | -30 | 0.23 | -9 | 0 | -3 | -7 | 2
Clc1ccc(-c2cn(-c3ccccc3)c3[n+]2CCS3)cc1 | -5 | -2 | -32 | 0.14 | -4 | -6 | -3 | 5 | -9
COc1ccc(/C=C/C(=O)O)cc1S(=O)(=O)N1CCCCC1 | -9 | -3 | -7 | 0.9 | 5 | 4 | 2 | -4 | -11
CCOc1ccc(NC(=O)CC2Nc3ccccc3NC2=O)cc1 (centres undefined) | -1 | -8 | -7 | / | -13 | -4 | -2 | 2 | 1
COc1ccc(-n2c(SCC(=O)NCc3ccco3)nnc2-c2c[nH]c3ccccc23)cc1 | -11 | -9 | -14 | / | 2 | 10 | -3 | -8 | -6
COc1ccc(Cl)cc1NC(=O)C(C)N(C)Cc1cccc(Cl)c1Cl (centres undefined) | -4 | -10 | -17 | 1.3 | 2 | -14 | 2 | 9 | -12
CC(C)(C)NC(=O)NC(=O)CN1CCCCCCC1 | -11 | 2 | -30 | -0.095 | -19 | -12 | -1 | 7 | 2
Cc1ccc(-c2nn(-c3cccc(F)c3)cc2CN2CCN(c3ccccn3)CC2)o1 | -12 | / | -16 | -0.17 | 3 | 0 | 5 | 18 | -6
O=C(CCC1CCCC1)Nc1cccn(Cc2ccccc2Br)c1=O | -15 | 2 | -16 | -1.3 | 1 | -7 | -10 | -1 | -1
COc1cccc(C2=CC(c3cccs3)n3nnnc3N2)c1 (centres undefined) | -3 | -4 | -16[20 µM] | / | 0 | 13 | 13 | -3 | 3
O=C(N/N=C/c1cccc([N+](=O)[O-])c1)c1ccc(CN2CCOCC2)cc1 | -11 | -28 | -19 | -0.0094 | -10 | -8 | -5 | -1 | -1
CCc1ccc2[nH]c(=O)c(CN(CC3CCCO3)C(=S)NCc3ccco3)cc2c1 (centres undefined) | -7 | 4 | -10 | 0.33 | 1 | -7 | 3 | -18 | 2
Cc1nnnn1CC(=O)Nc1ccccc1[N+](=O)[O-] | -5 | -8 | -19 | 0.42 | -3 | -13 | 18 | 3 | -5
COc1cccc(NC(=O)C(Sc2nnc3ccccn23)c2ccccc2)c1 (centres undefined) | -11 | -19 | -18 | 0.016 | -11 | -5 | 3[fluorescence artefact?] | -5 | -8
Cc1sc(NC(=O)c2ccco2)c(C(c2ccc(F)cc2)N2CCN(C)CC2)c1C (centres undefined) | -6 | -2 | -15 | 0.27 | -28 | -7 | 1 | 1 | -12

Part of the list above in order of heavy-atom count, descending.
SMILES | p47phox inh | hK5 inh | Furin inh | Cl transport mod | 14-3-3 Bad PPI | EBV gp42 block | eIF4E 4G PPI | Rad51 HR inh | thrombin 1536
CCc1ccc2[nH]c(=O)c(CN(CC3CCCO3)C(=S)NCc3ccco3)cc2c1 (centres undefined) | -7 | 4 | -10 | 0.33 | 1 | -7 | 3 | -18 | 2
COc1cccc(NC(=O)C(Sc2nnc3ccccn23)c2ccccc2)c1 (centres undefined) | -11 | -19 | -18 | 0.016 | -11 | -5 | 3[fluorescence artefact?] | -5 | -8
O=C(N/N=C/c1cccc([N+](=O)[O-])c1)c1ccc(CN2CCOCC2)cc1 | -11 | -28 | -19 | -0.0094 | -10 | -8 | -5 | -1 | -1
O=C(CCC1CCCC1)Nc1cccn(Cc2ccccc2Br)c1=O | -15 | 2 | -16 | -1.3 | 1 | -7 | -10 | -1 | -1
COc1cccc(C2=CC(c3cccs3)n3nnnc3N2)c1 (centres undefined) | -3 | -4 | -16[20 µM] | / | 0 | 13 | 13 | -3 | 3
Cc1nnnn1CC(=O)Nc1ccccc1[N+](=O)[O-] | -5 | -8 | -19 | 0.42 | -3 | -13 | 18 | 3 | -5
CC(C)C1(C)C(=O)N=C2c3ccccc3C(=O)N21 (centres undefined) | -24 | 2 | -30 | 0.23 | -9 | 0 | -3 | -7 | 2

New compounds follow.
SMILES | p47phox inh | hK5 inh | Furin inh | Cl transport mod | 14-3-3 Bad PPI | EBV gp42 block | eIF4E 4G PPI | Rad51 HR inh | thrombin 1536
COCc1nnc(NC(=O)c2ccc(NC(C)=O)cc2)s1 | -15 | 6 | -18[20 µM] | 0.48 | 6 | -9 | 2 | -5 | 3
Cc1cccc2c1NC1(CCCC1)CC2C (centres undefined) | -5 | 0 | -15 | 0.14 | 6 | -14 | 6 | 6 | -6
CCOC(=O)C1CCCN(c2nc3ccccc3nc2C(C#N)C(=O)OCCOC)C1 (centres undefined) | 4 | -1 | 2 | 0.083 | -7 | -16 | -1 | 1 | -3
COc1ccc(/C=N/NC(=O)C(=O)N2CCCC2)cc1 | -3 | -3 | -39 | -0.72 | -8 | -7 | -2 | 6 | /
CNC(=S)N/N=C/c1cn(CCOc2ccccc2OC)c2ccccc12 | -9 | -8 | -10 | 0.87 | -3 | -1 | -1 | 0 | -5
O=S1(=O)CCN=C2SC3=C(CCCC3)N21 | 0 | -13 | -28 | 0.034 | 3 | -12 | 4 | 8 | 1
CC1(C)C(=O)Nc2ccccc2N1C(=O)COc1ncnc2ccccc12 | -9 | -35 | -29 | 0.15 | 1 | -26 | -8 | -4 | -14
O=C(Cn1ncn2c(cc3ccccc32)c1=O)NCCC1=CCCCC1 | -9 | 8 | -25 | 0.15 | -13 | -8 | -7 | / | 4
CC(=O)c1cccc(S(=O)(=O)Nc2ccc3nc(C)sc3c2)c1 | -2 | 7 | -8 | 0.17 | 2 | -10 | 2 | -7 | 4
COC(=O)C1=C(C)NC(C)=C(C(=O)OC(C)C)C1c1cccc2nonc12 (centres undefined) | -6 | / | / | -2.2 | -9 | -4 | 4 | -1 | /
CC(=O)Nc1ccc(Br)c(Cl)c1 | -7 | -8 | -24 | 0.17 | 1 | -7 | 0 | 5 | -3
O=C(/C(=C/c1ccncc1)n1ccnc1)c1ccc(Cl)cc1Cl | -3 | 1 | -17 | -0.78 | -5 | -19 | 5 | -7 | 0
COC(C(=O)Nc1ccc(S(=O)(=O)Nc2cccc3ccccc23)cc1)c1ccccc1 (centres undefined) | -17 | 2 | -16 | 0.021 | 9 | -17 | 0[fluorescence artefact?] | -4 | 0
O=C(Nc1ccc(N2CCOCC2)c(Cl)c1)c1ccccc1F | -1 | -1 | -28[20 µM] | 1.1 | 3[fluorescence artefact?] | -7 | 1[fluorescence artefact?] | 0 | -9
CCOC(=O)C(C(C)C)C(N)Cc1ccc(F)cc1 (centres undefined) | 1 | 4 | -18 | -0.13 | 60 | -2 | 3 | 7 | -9
Cc1ccc(S(=O)(=O)N(C)C)cc1NC(=O)COC(=O)C1COc2ccccc2O1 (centres undefined) | -4 | -4 | -15 | -1 | 30 | -27 | 1 | 0 | /
C[C@H](NC(=O)c1[nH]cnc1C(=O)Nc1ccc(Cl)cc1)C(=O)OC(C)(C)C | 14 | -3 | -19 | -0.54 | -4 | 2 | -3 | -5 | 2
CC(C)(NO)/C(=N\O)c1ccc(Cl)cc1 | -13 | 2 | -7[20 µM] | -0.037 | -11[fluorescence artefact?] | -15 | 7[fluorescence artefact?] | -3 | 3
Cc1ccc(-c2nc3cnccn3c2Nc2ccc3c(c2)OCO3)cc1 | 1 | -6 | -7 | 1.5 | 1 | -8 | -7[fluorescence artefact?] | 2 | 1
CC(C)(C)c1ccc(-c2conc2N)cc1 | -9 | 4 | -24[20 µM] | 1.2 | 9 | -17 | 3 | 5 | -2
COc1ccc(/C=C/C(=O)Nc2cc(=O)n(C)c(=O)n2C)cc1 | -1 | -13 | -5 | 0.93 | 25[fluorescence artefact?] | -10 | 15[fluorescence artefact?] | -27 | 0
COC(=O)Nc1nc2ccc(Sc3ccccc3)cc2[nH]1 | 11 | -12 | -16 | 1 | -10[fluorescence artefact?] | -16 | -4 | 8 | /
C=CCn1c(SCC(N)=O)nnc1-c1ccccc1O | -13 | 3 | -11 | / | -14 | -16 | 1[fluorescence artefact?] | -9 | 0
CCc1ccc(S(=O)(=O)NC(=S)Nc2ccccc2)cc1 | 0 | / | -23 | 1.3 | 1 | -8 | 0 | / | 2
CCc1[nH]nc2c1C(c1ccncc1)C(C#N)=C(N)O2 (centres undefined) | -10 | -2 | 9[20 µM] | 0.19 | 0 | -14 | 12 | 4 | 1
CC(=O)N1CCN(CC(=O)O)CC1 | 4 | 5 | -13 | 1.4 | -13 | -16 | -1 | -3 | -2
CCOC(=O)C1(CCCc2ccccc2)CCN(Cc2cn(CC)nc2C)CC1 | 9 | 20 | -19 | / | -2 | -4 | -3 | / | 3
Cc1cccc(NC(=S)N/N=C/c2ccc3c(c2)OCO3)c1 | -2 | -4 | -10 | 10* | -3 | -12 | 1[fluorescence artefact?] | / | -7
Cc1cc(NC(=O)CSc2nnc(Cc3cccn3C)n2CCc2ccccc2)no1 | -12 | -10 | -10 | -2.6 | 5[fluorescence artefact?] | -1 | 0 | 6 | -2
O=C1N/C(=N/N=C/c2ccco2)SC1Cc1ccccc1 (centres undefined) | -15 | 0 | -23 | -0.51 | -15 | -14 | 2 | 4 | 1
O=C(c1ccccc1)c1ccc(OCCn2cnc3ccccc3c2=O)cc1 | -12 | -8 | -19[20 µM] | 0.26 | -3[fluorescence artefact?] | -2 | -16 | 0 | 2
CCn1c(N2CCN(C(=S)NCCc3ccccc3)CC2)nc2ccccc21 | -20 | 1 | -15[20 µM] | -0.95 | -13 | -3 | -5 | 3 | 2
Cn1c(SCC(=O)NCCc2ccccc2)nnc1-c1ccncc1 | -1 | -7 | -17 | 0.043 | -4 | -14 | 2 | -2 | -2
O=C(/C=C/c1ccccc1)Nn1c(-c2cccs2)nc2ccccc2c1=O | -18 | -23 | -14 | -1.7 | -11[fluorescence artefact?] | 0 | 4[fluorescence artefact?] | -7 | 3
CC(=O)c1ccc(S(=O)(=O)N2CCCCC2C(=O)O)cc1 (centres undefined) | -3 | 0 | -10 | 0.54 | -3 | -15 | -2 | 2 | 2
COc1cc(/C=N/NC(=O)/C(=C/c2ccccc2)CCO)ccc1O | 0 | 11 | -13 | -0.19 | -3[fluorescence artefact?] | -9 | 0 | -2 | 5
O=C(O)c1cccc2cccnc12 | -10 | 5 | -11[20 µM] | 0.65 | -1 | -3 | 4 | 6 | 0
COC(=O)C1=C(C)NC(=O)C1(NS(=O)(=O)c1ccc(NC(C)=O)cc1)C(F)(F)F (centres undefined) | -8 | -17 | -1[20 µM] | 0.12 | -8 | -9 | 11 | 2 | -3
COc1ccc(/C=N/NC(=O)CNC(=O)c2ccc(S(=O)(=O)N3CCOCC3)cc2)c(OC)c1 | 3 | -8 | -14 | 0.058 | -22 | 3 | 1 | 3 | -7
COC(=O)c1ccc(Cl)c(NC(=O)CN2CCC(C)CC2)c1 | 0 | -6 | -27[20 µM] | / | 3 | -3 | 2 | -5 | 1
